# Rac1 mut GTP = human Rac1 activated mutant GTP binding change; GST-Rac1 activated beads, fluorescent GTP binding, flow cytometry; actives lie on both sides; 100% means binding = to untreated wells; percent activity (GTP binding), % at 10 µM; 0.11% of 190,000 active;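 active means GTP binding at least 20 percentage points away from the 100% baseline, in either direction, so actives lie on both sides; inconclusive means Compound likely fluorescent itself, or too few beads counted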
# Pf gamet viab = inhibitors of late stage P. falciparum gametocyte viability; AID 743093; 0.065% of 150,000 active; P. falciparum stage V gametocytes, ATP luminescence, 24 h; inhibition, % at 10.9 µM;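 active means inhibition above the mean plus 3 SD of compounds within the control limits, set per campaign, cut at about 38% in these data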;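 further: 0% = DMSO wells and 100% = medium only without gametocytes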
# Avidin fluor = avidin bead compound fluorescence profile | Avidin beads, compound fluorescence 488/530 nm, flow cytometry; stronger effect = higher value | fluorescence (KMESF) at 10 µM | 0.38% of 220,000 active; in the data active means fluorescence above about 47; further: inactives centre near 10
# Rab7 wt GTP bind = dog Rab7 wildtype GTP binding, inhibitors and activators. GST-Rab7 beads, fluorescent GTP binding, flow cytometry; actives lie on both sides; untreated = 100%, excess cold GTP = 0%. 0.055% of 190,000 active. AID 758. GTP binding activity (percent of control), % at 10 µM;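 active means fluorescent GTP binding to Rab7 beads changed by at least 20 points from the 100% baseline, either direction, mostly lower; inconclusive means compound itself probably fluorescent, or too few beads counted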;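 further: median green fluorescence of bound Bodipy-FL-GTP per Rab7 bead population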
# Mcl1-Noxa inh = Mcl-1/Noxa interaction inhibition; AID 1022; 1.5% of 220,000 active; TR-FRET Mcl-1/Noxa peptide binding, 2 h; inhibition, % at 21.7 µM;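 active means compounds that cut the protein-peptide binding signal by more than 50% relative to plate controls in a single-dose test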;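 further: His-tagged Mcl-1 with rhodamine Noxa BH3 peptide and terbium anti-His antibody; 0% = Mcl-1 plus Noxa peptide wells and 100% = peptide-only wells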
# Target sequence (Q07820 whole entry, looked up): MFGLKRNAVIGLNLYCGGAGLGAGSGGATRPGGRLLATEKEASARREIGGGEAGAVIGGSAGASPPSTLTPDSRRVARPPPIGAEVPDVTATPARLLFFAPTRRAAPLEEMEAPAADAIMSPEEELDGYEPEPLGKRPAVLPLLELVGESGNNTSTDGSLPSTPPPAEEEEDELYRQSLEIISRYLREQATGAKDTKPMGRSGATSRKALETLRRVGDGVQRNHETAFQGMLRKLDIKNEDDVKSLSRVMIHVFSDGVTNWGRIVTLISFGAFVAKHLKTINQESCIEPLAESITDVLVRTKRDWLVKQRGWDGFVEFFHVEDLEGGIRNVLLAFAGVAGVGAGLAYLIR
# ABCG2 inh = human ABCG2 inhibition, ABCB1 as counter-screen; AID 1325; inhibition, % at 6.6 µM; 0.1% of 190,000 active; IgMXP3 cells, JC-1 efflux, flow cytometry; Q9UNQ0;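 active means inhibition above 80%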;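 further: 0% = DMSO and 100% = nicardipine control wells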
# Target sequence (Q9UNQ0 whole entry, looked up): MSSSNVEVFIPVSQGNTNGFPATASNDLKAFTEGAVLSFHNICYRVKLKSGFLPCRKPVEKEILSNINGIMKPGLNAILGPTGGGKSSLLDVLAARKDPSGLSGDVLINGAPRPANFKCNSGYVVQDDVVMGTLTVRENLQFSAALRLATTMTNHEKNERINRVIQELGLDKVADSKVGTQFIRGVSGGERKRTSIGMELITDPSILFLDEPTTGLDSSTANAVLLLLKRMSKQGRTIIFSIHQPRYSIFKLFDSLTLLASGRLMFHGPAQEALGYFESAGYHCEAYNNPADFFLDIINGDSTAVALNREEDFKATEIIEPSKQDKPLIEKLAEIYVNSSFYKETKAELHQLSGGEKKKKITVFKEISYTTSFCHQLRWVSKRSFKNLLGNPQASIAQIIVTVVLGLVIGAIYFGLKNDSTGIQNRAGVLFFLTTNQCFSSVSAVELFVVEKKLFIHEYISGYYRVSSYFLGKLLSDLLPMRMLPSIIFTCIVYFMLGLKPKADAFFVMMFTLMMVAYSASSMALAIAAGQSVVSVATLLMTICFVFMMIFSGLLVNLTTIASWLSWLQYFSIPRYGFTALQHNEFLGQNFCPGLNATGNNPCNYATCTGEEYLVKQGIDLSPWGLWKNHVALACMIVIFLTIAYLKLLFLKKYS
#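 Test system: ABCG2 IgMXP3 and barcoded ABCB1 CCRF-Adr cell mix; Schedule: cells with compound and JC-1, 10 min at 25 °C, rotating, no wash; Technique: flow cytometry of retained JC-1 fluorescence; Measure: % inhibition of efflux relative to nicardipine and DMSO; Controls: nicardipine high and DMSO low controls.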
# Cdc42 wt = changes GTP binding to wildtype human Cdc42. AID 761. GST-Cdc42 beads, Bodipy-GTP binding, flow cytometry; actives lie on both sides. 0.2% of 190,000 active. percent activity (GTP binding), % at 10 µM. P60953;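 active means percent activity GTP binding at least 20 points away from the 100% baseline, either down as inhibitor or up as activator; inconclusive means compound flagged as likely green fluorescent from well-wide comparison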;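 further: median bead fluorescence of bound Bodipy-FL-GTP at 100 nM; 0% = excess unlabeled GTP control and 100% = no compound control; below 100% means less GTP binding so inhibitor and above means activator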
# HRas wt GTP = modulators of GTP binding to human HRas wildtype; GTP binding activity, % at 10 µM; 0.14% of 190,000 active; P01112; GST-Ras wt beads, Bodipy-FL-GTP binding, flow cytometry; actives lie on both sides;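 active means GTP binding activity at least 20% away from the 100% baseline, either lowered as inhibitor or raised as activator; inconclusive means flagged as likely green fluorescent, judged across all proteins in the well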;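 further: 0% = unlabeled GTP competition control and 100% = no-compound control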
# ABCB1 inh = human ABCB1 inhibition, ABCG2 as counter-screen; P08183; CCRF-Adr cells, JC-1 efflux, flow cytometry; inhibition, % at 6.6 µM; 0.067% of 190,000 active; AID 1326; in the data active means inhibition above about 40%;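 further: 0% = vehicle and 100% = reference inhibitor; higher value means more JC-1 retained so stronger ABCB1 efflux block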
# Rab2A wt mod = changes GTP binding to wildtype dog Rab2A, up or down. P61105. GST-Rab2 wt beads, Bodipy-GTP binding, flow cytometry. GTP binding activity, % at 10 µM. 0.19% of 190,000 active. AID 760;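 active means GTP binding activity at least 20 points away from 100%, either lowered or raised; inconclusive means signal likely due to the compound's own green fluorescence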;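 further: 0% = beads with excess unlabeled GTP and 100% = no-compound control corrected for plate trend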
# Rac1 wt modul = human Rac1 wildtype GTP binding, inhibitors and activators; P63000; GST-Rac1 beads, fluorescent GTP binding, flow cytometry; actives lie on both sides; 0 = cold GTP competed, 100 = untreated; GTP binding activity (% of control), % at 10 µM; 0.27% of 190,000 active; AID 757;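 active means GTP binding activity at least 20 points away from the 100% control level, either lower or higher; inconclusive means compound flagged as likely green fluorescent, judged across all proteins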
# An asterisk follows results filed as active; u = inconclusive; x = not tested or not shown.
molecule,Cdc42 wt,Avidin fluor,Pf gamet viab,Rab2A wt mod,Rac1 wt modul,ABCB1 inh,ABCG2 inh,Rab7 wt GTP bind,HRas wt GTP,Rac1 mut GTP,Mcl1-Noxa inh
O=C(Nc1ccc(Cl)c(-c2nc3ccccc3[nH]2)c1)c1ccc2c(c1)OCO2,99.0,6,-37.0,98.0,103.0,-0.3,-8.4,95.0,97.0,97.0,-17.8
c1ccc2c(c1)ccc1nnc(SCc3ccc4c(c3)OCCO4)n12,99.0,8,x,101.0,103.0,0.3,3.4,97.0,98.0,100.0,4.7
COc1cccc(-c2nc(Oc3cccc(C)c3C)c3ccccc3n2)c1O,102.0,13,-11.6,99.0,103.0,0.6,31.4,99.0,100.0,99.0,19.9
COc1ccc(-c2csc(Cc3nc(O)cs3)n2)cc1,98.0,9,9.8,97.0,100.0,-0.5,2.5,96.0,98.0,94.0,-9.8
Cc1cc(NC(=O)CN2CC(C)OC(C)C2)n(-c2nc3ccccc3s2)n1 (stereo not given),105.0,10,x,102.0,110.0,9.4,48.0,100.0,103.0,100.0,3.0
COC(=O)c1ccccc1NC(=O)C1CC(=O)N(C2CCCCC2)C1 (stereo not given),98.0,14,15.9,99.0,98.0,0.4,10.3,98.0,96.0,97.0,2.2
O=C1CC(c2ccncc2)c2cc3c(cc2N1)OCCO3 (stereo not given),101.0,18,26.0,98.0,103.0,0.4,15.5,98.0,98.0,100.0,7.1
NC(N)=NS(=O)(=O)c1ccc(N/C=C\C(=O)c2ccncc2)cc1,95.0,9,13.3,97.0,94.0,0.2,0.6,98.0,97.0,99.0,-5.0
COCCCNC(=O)c1sc2ncn(CC(=O)Nc3ccc(C)c(Cl)c3)c(=O)c2c1C,96.0,27,5.4,92.0,91.0,-0.3,3.1,92.0,93.0,92.0,-5.5
COC(CNC(=O)c1ccc2c(c1)ncn2-c1ccc(F)cc1F)OC,106.0,9,-3.3,105.0,104.0,0.3,6.8,107.0,105.0,102.0,6.9
Cc1ccccc1C(=O)Nc1cccc(C#N)c1,99.0,6,-26.1,97.0,100.0,-0.1,0.0,95.0,99.0,94.0,-7.8
Clc1ccc(SCCOCCN2CCCCC2)cc1,u,5,24.5,u,u,0.2,1.6,u,u,u,15.6
CC(=O)c1ccc(NC(=O)CN2C(=O)/C(=C/C(C)=C/c3ccccc3)SC2=S)cc1,100.0,7,x,97.0,99.0,-0.4,-1.3,96.0,99.0,99.0,-2.9
Cc1c(Cl)c(-c2n[nH]c(=S)n2CC(C)C)nn1C,101.0,6,-6.9,102.0,106.0,0.9,15.0,98.0,99.0,100.0,14.8
O=C1C(=O)N(CCO)C(c2ccccc2)/C1=C(\O)c1ccccc1 (stereo not given),100.0,5,x,97.0,106.0,-0.1,1.2,96.0,100.0,101.0,2.5
CSCCC(NC(=O)c1ccccc1Br)C(=O)Nc1ccc(C)cc1 (stereo not given),102.0,13,-32.3,101.0,105.0,0.7,4.8,101.0,103.0,103.0,4.9
CCOC(=O)CSc1nc(=O)n2ccc(C)cc2n1,95.0,9,-1.2,96.0,96.0,0.1,1.6,89.0,96.0,95.0,-0.1
CCCc1nc2c(c(=O)c3ccccc3n2C)c(=O)n1-c1ccc(F)cc1,97.0,4,16.9,95.0,101.0,1.1,6.0,101.0,100.0,99.0,10.3
Cc1ccccc1NC(=O)C1CCN(c2cnccn2)CC1,104.0,7,-4.5,103.0,103.0,-0.4,2.0,95.0,102.0,99.0,10.7
CCN(CC)CCCNC(=O)c1cn(CC)c2ccc(S(=O)(=O)N3CCc4ccccc4C3)cc2c1=O,96.0,25,-0.1,100.0,98.0,0.0,-0.3,105.0,99.0,98.0,-2.4
Cc1ccccc1NS(=O)(=O)c1ccc(OCC(=O)NCc2ccccn2)cc1,98.0,14,-16.6,96.0,95.0,0.2,5.1,95.0,94.0,97.0,6.3
O=c1cc(-c2ccccc2)nc(N2CCN(Cc3ccc4c(c3)OCO4)CC2)[nH]1,97.0,7,-2.5,101.0,103.0,1.8,13.4,101.0,99.0,98.0,-6.4
NC(=O)C1CCN(CC(=O)NC(=O)NC2CCCC2)CC1,95.0,10,x,98.0,94.0,-0.1,3.9,95.0,96.0,94.0,5.5
O=C(NCc1ccncc1)c1nc(-c2ccc(C(F)(F)F)cc2)no1,98.0,9,9.4,94.0,98.0,0.9,10.7,102.0,96.0,93.0,7.1
O=C(CNC(=O)c1ccco1)Nc1ccc(S(=O)(=O)N2CCCC2)cc1,100.0,0,6.6,97.0,96.0,-0.1,1.0,100.0,97.0,97.0,12.0
O=C(CCCN1C(=O)c2ccccc2C1=O)Nc1cccc(S(=O)(=O)NC2=NCCC2)c1,94.0,10,2.3,95.0,100.0,0.6,3.5,91.0,95.0,98.0,16.3
CC(C)[C@H](NC(=O)c1ccco1)C(=O)OCc1cc(=O)n2c(n1)sc1ccccc12,97.0,5,-17.9,99.0,97.0,2.2,18.3,103.0,97.0,98.0,59.6*
COC(=O)c1c(NC(=O)COC(=O)c2ccc(Cl)cc2[N+](=O)[O-])sc2c1CCCCC2,103.0,6,13.1,97.0,101.0,0.9,44.1,98.0,98.0,98.0,14.6
CCOP(=O)(OCC)C(C#N)=C1SCN(c2ccc(Cl)cc2)CS1,98.0,5,x,97.0,101.0,0.1,1.5,100.0,99.0,96.0,-38.0
COCC(=O)Nc1nc2ccccc2s1,97.0,13,x,97.0,97.0,0.0,1.7,97.0,97.0,94.0,-0.7

# Only Rab2A wt mod and ABCB1 inh, for 6 of the compounds above:
SMILES | Rab2A wt mod | ABCB1 inh
COC(CNC(=O)c1ccc2c(c1)ncn2-c1ccc(F)cc1F)OC | 105.0 | 0.3
Cc1ccccc1C(=O)Nc1cccc(C#N)c1 | 97.0 | -0.1
Clc1ccc(SCCOCCN2CCCCC2)cc1 | u | 0.2
CC(=O)c1ccc(NC(=O)CN2C(=O)/C(=C/C(C)=C/c3ccccc3)SC2=S)cc1 | 97.0 | -0.4
Cc1c(Cl)c(-c2n[nH]c(=S)n2CC(C)C)nn1C | 102.0 | 0.9
O=C1C(=O)N(CCO)C(c2ccccc2)/C1=C(\O)c1ccccc1 (stereo not given) | 97.0 | -0.1

# Structures above that have a cyano group:
molecule,Cdc42 wt,Avidin fluor,Pf gamet viab,Rab2A wt mod,Rac1 wt modul,ABCB1 inh,ABCG2 inh,Rab7 wt GTP bind,HRas wt GTP,Rac1 mut GTP,Mcl1-Noxa inh
Cc1ccccc1C(=O)Nc1cccc(C#N)c1,99.0,6,-26.1,97.0,100.0,-0.1,0.0,95.0,99.0,94.0,-7.8
CCOP(=O)(OCC)C(C#N)=C1SCN(c2ccc(Cl)cc2)CS1,98.0,5,x,97.0,101.0,0.1,1.5,100.0,99.0,96.0,-38.0

# (continued)
molecule,Cdc42 wt,Avidin fluor,Pf gamet viab,Rab2A wt mod,Rac1 wt modul,ABCB1 inh,ABCG2 inh,Rab7 wt GTP bind,HRas wt GTP,Rac1 mut GTP,Mcl1-Noxa inh
CCOCCCNC(=O)COC(=O)/C=C/c1ccc(S(=O)(=O)N2CCc3ccccc32)cc1,100.0,11,-8.5,99.0,102.0,0.9,6.4,97.0,100.0,95.0,-0.1
O=C1CC(c2ccccc2)CC(=NCCO)/C1=C(\O)CCCN1C(=O)c2ccccc2C1=O (stereo not given),104.0,10,11.1,100.0,105.0,1.9,37.6,99.0,101.0,101.0,25.1
O=C(CCN1C(=O)/C(=C/c2ccc(F)cc2)SC1=S)NNC(=O)c1ccncc1,94.0,10,-6.3,95.0,96.0,0.1,0.2,96.0,93.0,95.0,6.6
Cc1ccc(CN(Cc2ccco2)C(=S)NCC(=O)NC2CC2)cc1,96.0,11,-0.3,98.0,101.0,0.2,0.2,102.0,100.0,96.0,16.7
COC(=O)C(NC(C)=O)(Nc1ccccc1)C(=O)OC,104.0,7,x,102.0,103.0,0.3,1.3,98.0,101.0,100.0,12.5
CCC(Sc1nc2ccccc2o1)C(=O)Nc1nnc(C)s1 (stereo not given),97.0,8,-1.5,97.0,101.0,1.0,11.5,101.0,97.0,95.0,10.7
O=C(NC1CCCCC1)C(c1ccco1)N(Cc1cccnc1)C(=O)C1COc2ccccc2O1 (stereo not given),104.0,4,x,101.0,107.0,1.9,0.9,97.0,101.0,99.0,6.3
COc1cc2c(cc1NC(=O)COC(=O)Cn1cnc3ccccc31)oc1ccccc12,u,11,x,u,u,0.5,6.3,u,u,u,x
Cc1cc(C)c(S(N)(=O)=O)c(C)c1N(C)S(=O)(=O)c1ccccc1,101.0,10,-21.2,103.0,109.0,0.6,2.8,109.0,104.0,97.0,7.9
Cc1c(CCO)c(=O)n(-c2ccccc2)n1S(=O)(=O)c1ccc(Cl)cc1,104.0,24,x,100.0,106.0,0.2,3.6,97.0,100.0,102.0,22.7

# Mcl1-Noxa inh: hit marks shown above.
mol | Cdc42 wt | Avidin fluor | Rab2A wt mod | Rac1 wt modul | Rab7 wt GTP bind | HRas wt GTP | Rac1 mut GTP | Mcl1-Noxa inh
CC(C)[C@H](NC(=O)c1ccco1)C(=O)OCc1cc(=O)n2c(n1)sc1ccccc12 | 97.0 | 5 | 99.0 | 97.0 | 103.0 | 97.0 | 98.0 | 59.6*
